CXCR6 inh: CXCR6 (human) receptor inhibition | inhibition, % at 20 µM | AID 602244 | CHO-K1 PathHunter CXCR6 beta-arrestin, luminescence | actives 0.36% (n = 360,000); in the data active means inhibition above about 34%, passing the limit was not always enough;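 further: antagonist mode with CXCL16 agonist at 10 nM final; 0% = 10 nM CXCL16 with DMSO and 100% = unstimulated wells without agonist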
CCR6 antag: CCR6 (human) receptor antagonism | inhibition, % at 20 µM | actives 0.49% (n = 340,000) | CHO-K1 CCR6 PathHunter beta-arrestin, luminescence, CCL20-stimulated | P51684;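 active means compounds whose inhibition of the agonist-driven luminescence signal at 20 µM reaches about 50%, limit read from the data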;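 further: cells stimulated with CCL20 at 14 nM final; plate controls were DMSO with CCL20 for no effect and DMSO without agonist for full effect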
Target sequence (P51684 whole entry, looked up): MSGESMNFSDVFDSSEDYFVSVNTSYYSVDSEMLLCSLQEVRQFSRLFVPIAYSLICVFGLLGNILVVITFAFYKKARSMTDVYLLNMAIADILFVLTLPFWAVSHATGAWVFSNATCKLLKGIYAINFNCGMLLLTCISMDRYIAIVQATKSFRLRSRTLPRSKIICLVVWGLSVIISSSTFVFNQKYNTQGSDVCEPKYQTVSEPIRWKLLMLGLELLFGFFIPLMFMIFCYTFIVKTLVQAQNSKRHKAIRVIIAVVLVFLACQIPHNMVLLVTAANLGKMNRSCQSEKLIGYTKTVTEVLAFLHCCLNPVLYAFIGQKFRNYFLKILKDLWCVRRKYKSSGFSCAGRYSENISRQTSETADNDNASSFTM
CHOP UPR activ: activators of apoptotic arm of unfolded protein response (CHOP) | CHO-CHOP luciferase reporter, UPR activation, luminescence; percent of tunicamycin response over DMSO baseline | activation, % at 10 µM | actives 0.34% (n = 330,000);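 active means at 10 µM dose, activation of 40% or more, normalized to positive control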;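 further: 100% = tunicamycin at 10 µg/mL and 0% = DMSO alone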
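Material: CHO-CHOP cells, stable luciferase reporter of PERK-eIF2a-CHOP signalling; quantity: 500 reporter cells seeded per well; buffer or medium: F12 medium containing 10% fetal bovine serum; compound: one dose, 10 µM in 0.5% DMSO; incubation: 6 h compound treatment, 37 °C; measured by: Steady-Glo luciferase luminescence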
EBI2 antag: EBI2 (human) antagonism; P32249; EBI2 beta-arrestin recruitment, luminescence, 7a,25-OHC stimulated; inhibition, % at 5 µM; actives 0.81% (n = 360,000); in the data active means inhibition above about 38%;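 further: enzyme fragment complementation signal reports receptor beta-arrestin coupling in cells; 0% = agonist plus DMSO wells and 100% = wells without agonist; some results beyond the cut were filed as inactive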
Target sequence (P32249 whole entry, looked up, the tested form may be a part): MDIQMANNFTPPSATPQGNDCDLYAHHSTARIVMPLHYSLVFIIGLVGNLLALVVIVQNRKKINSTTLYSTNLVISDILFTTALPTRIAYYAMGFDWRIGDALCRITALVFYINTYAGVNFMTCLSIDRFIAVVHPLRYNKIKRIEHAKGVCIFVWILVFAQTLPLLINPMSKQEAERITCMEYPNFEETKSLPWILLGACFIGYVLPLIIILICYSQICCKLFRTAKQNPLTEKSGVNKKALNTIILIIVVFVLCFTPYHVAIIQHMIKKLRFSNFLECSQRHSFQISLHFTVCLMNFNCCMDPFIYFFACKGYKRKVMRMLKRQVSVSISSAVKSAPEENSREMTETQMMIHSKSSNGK
Jurkat NFkB inh: lowers PMA/ionomycin-induced NF-kB signal in Jurkat cells. PMA/ionomycin-induced NF-kB luciferase reporter, luminescence. inhibition, % at 4 µM. actives 0.53% (n = 330,000). AID 435003; in the data active means inhibition above about 50%
UPR XBP1 act: activators of adaptive arm of unfolded protein response (XBP1); CHO-XBP1 luciferase reporter, IRE1-XBP1 UPR activation, luminescence; percent of tunicamycin response, DMSO as zero; activation, % at 20 µM; actives 0.33% (n = 330,000);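 active means versus positive control, 20 µM dose yields 30% or more activation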;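 further: 100% = tunicamycin at 10 µg/mL and 0% = DMSO only wells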
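incubation = overnight seeding at 37 °C, 6 h compound treatment at 37 °C | assay system = CHO-XBP1 cells stably carrying IRE1-XBP1-driven luciferase reporter | input = 1000 cells per well | detection = luciferase luminescence | dosing = single point, 20 µM final compound, 1% DMSO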
Mdm2 MdmX PPI: disrupts the human Mdm2-MdmX interaction | O15151+Q00987 | SaOS-2 split-luciferase Mdm2/MdmX complementation, luminescence | inhibition, % at 8 µM | actives 3% (n = 330,000);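 active means inhibition of at least 50% at 8 µM in the primary screen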
Gli-Sufu block: Gli-Sufu pathway antagonism; Sufu-KO-LIGHT fibroblasts, Gli luciferase reporter luminescence; inhibition, % at 5 µM; actives 0.74% (n = 340,000);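 active means inhibition above about 55%, limit read from the data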;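 further: 0% = DMSO-treated cells and 100% = wells with medium but no cells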
697 NFkB inh: inhibitors of the PMA/ionomycin-induced NF-kB reporter in 697 B cells; 697 B-cell NF-kB luciferase reporter, 16 h; inhibition, % at 4 µM; actives 0.33% (n = 330,000); in the data active means inhibition above about 35%
Numbers without * were called inactive; . = not tested or not shown.

Field names – A = CXCR6 inh; B = CCR6 antag; C = CHOP UPR activ; D = EBI2 antag; E = Jurkat NFkB inh; F = UPR XBP1 act; G = Mdm2 MdmX PPI; H = Gli-Sufu block; I = 697 NFkB inh
SMILES: CC(=O)c1ccc(OCCCCCCCOc2ccc(C(C)=O)cc2)cc1
  A = -5 | B = 8 | C = 2.3 | D = -1 | E = -17 | F = -3 | G = -20 | H = 13 | I = -19

SMILES: CC(/C=C/c1ccccc1)=N/NC(=O)C(O)c1ccccc1 (stereo unspecified)
  A = -4 | B = 10 | C = 3.0 | D = -2 | E = -13 | F = 4 | G = -17 | H = -16 | I = -24

SMILES: CC(OC(=O)CCc1nc2ccccc2[nH]c1=O)C(=O)c1ccccc1 (stereo unspecified)
  A = 5 | B = 13 | C = 0.2 | D = -15 | E = -12 | F = 2 | G = -21 | H = -4 | I = -30

SMILES: O=C(Cn1ccc(NC(=O)OCc2ccccc2)nc1=O)NCCN1CCOCC1
  A = 7 | B = -6 | C = 2.0 | D = 8 | E = 7 | F = 0 | G = 15 | H = -5 | I = 7

SMILES: Cc1c(NC(=O)Cn2[nH]c(=O)c3ccccc3c2=O)c(=O)n(-c2ccccc2)n1C
  A = -4 | B = -6 | C = -4.7 | D = -3 | E = -13 | F = -3 | G = 6 | H = -3 | I = -7

SMILES: CCOc1ccc(/C=N/NC(=O)c2nnn(-c3nonc3N)c2-c2cccs2)cc1
  A = -4 | B = 4 | C = 0.8 | D = 9 | E = -14 | F = 2 | G = 6 | H = -3 | I = 11

SMILES: COc1cccc(OC)c1C(=O)Nc1ccc(N2CCCCC2)cc1
  A = -12 | B = -7 | C = -0.3 | D = 11 | E = -18 | F = 1 | G = -1 | H = -4 | I = -33

SMILES: COc1ccccc1CNC(=O)CN1C(=O)NC2(CCCC2)C1=O
  A = -4 | B = 14 | C = -0.4 | D = -2 | E = -10 | F = -1 | G = -11 | H = -10 | I = -9

SMILES: CCOCCCNC(=O)CCc1nnc2n(CCC(C)C)c(=O)c3ccccc3n12
  A = 1 | B = 5 | C = 1.6 | D = -8 | E = -18 | F = -4 | G = -10 | H = 2 | I = 12

SMILES: COc1cc(NS(=O)(=O)c2ccc3[nH]c(=O)oc3c2)cc(OC)c1
  A = -5 | B = -1 | C = -0.9 | D = 3 | E = 8 | F = -5 | G = 18 | H = -3 | I = -4

SMILES: O=C(OCc1cc(=O)n2c(n1)sc1ccccc12)c1cccc(O)c1
  A = -7 | B = 21 | C = 2.8 | D = -8 | E = -30 | F = 4 | G = -6 | H = -14 | I = 6

SMILES: Cc1cc(C)nc(/N=C2\NC(=O)CC3C(=O)NCCN23)n1 (stereo unspecified)
  A = 3 | B = 4 | C = -1.2 | D = -3 | E = -5 | F = 2 | G = 14 | H = -7 | I = -31

SMILES: O=C(O)c1ccccc1C(=O)NCC(O)COCC1CC=CCC1 (stereo unspecified)
  A = 3 | B = 11 | C = 1.7 | D = 1 | E = -3 | F = -3 | G = 8 | H = -1 | I = 6

SMILES: CC(=O)Oc1ccc(N(C(C)=O)S(=O)(=O)c2ccc(Cl)cc2)c2ccccc12
  A = -3 | B = 11 | C = 1.1 | D = 2 | E = 0 | F = 1 | G = 29 | H = -3 | I = -10

SMILES: O=[N+]([O-])c1ccc(Sc2ccccc2)nc1
  A = -4 | B = -26 | C = 2.2 | D = -5 | E = 11 | F = 0 | G = 11 | H = 2 | I = 17

SMILES: COc1ccc(CC(=O)NNC(=O)c2nn(Cc3ccccc3)c(=O)c3ccccc23)cc1OC
  A = 6 | B = 7 | C = -1.4 | D = -4 | E = -4 | F = -2 | G = 9 | H = 4 | I = -12

SMILES: O=[N+]([O-])c1ccc(NCCNc2ccc(Cl)nn2)cc1
  A = 5 | B = -6 | C = -0.5 | D = 6 | E = 4 | F = -2 | G = 11 | H = 1 | I = 13

SMILES: Cn1c(=O)[nH]c(=O)c2c1nc(N(CCO)Cc1ccccc1)n2Cc1ccccc1Cl
  A = 6 | B = 11 | C = -0.3 | D = 8 | E = -8 | F = -2 | G = 3 | H = -8 | I = 18

SMILES: N#Cc1c(-c2ccc(F)cc2)cc(C2CC2)nc1SCC(=O)c1cccs1
  A = -1 | B = 19 | C = -0.5 | D = 1 | E = -8 | F = 2 | G = 23 | H = -5 | I = -13

SMILES: O=C(O)CNC(=O)c1cccc(C(F)(F)F)c1
  A = 0 | B = 24 | C = -0.4 | D = 3 | E = 2 | F = -3 | G = -8 | H = -16 | I = 5

SMILES: Cc1ccccc1CSc1nc(C(C)(C)C)cc(=O)[nH]1
  A = 5 | B = -5 | C = 1.5 | D = 3 | E = 18 | F = -1 | G = 25 | H = 9 | I = 9

SMILES: Cc1ccc(NC(=O)CCCCCN2C(=O)[C@@H]3Cc4ccccc4CN3C2=O)c(C)c1
  A = -12 | B = 15 | C = 2.3 | D = 1 | E = 11 | F = -5 | G = 23 | H = -14 | I = -11

SMILES: COc1ccc(N(C(=O)Cc2cccs2)C(C(=O)NC2CCCC2)c2ccncc2)cc1 (stereo unspecified)
  A = -2 | B = -5 | C = 4.9 | D = 1 | E = 1 | F = 5 | G = 4 | H = 12 | I = 9

SMILES: OC1C2(Cc3ccccc3)CN3CCN(C2)CC1(Cc1ccccc1)C3 (stereo unspecified)
  A = -7 | B = 3 | C = -0.2 | D = 1 | E = 5 | F = 1 | G = 0 | H = -2 | I = 23

SMILES: CCOC(=O)N1CCN(Cc2nc(N)nc(Nc3ccccc3C)n2)CC1
  A = -2 | B = 2 | C = -0.3 | D = -5 | E = 3 | F = 0 | G = 15 | H = 8 | I = 18

SMILES: Cc1ccc(S(=O)(=O)NCc2cn3c(C)csc3n2)cc1
  A = 4 | B = -2 | C = -1.4 | D = -3 | E = -8 | F = 0 | G = -1 | H = 5 | I = 7

SMILES: COc1ccc(NC(=O)CC2C(=O)NCCN2C(=O)c2ccc(Cl)cc2)cc1 (stereo unspecified)
  A = -2 | B = -3 | C = 0.7 | D = 4 | E = 11 | F = -2 | G = 6 | H = -2 | I = 18

SMILES: COCCNC(=O)c1ccc2c(c1)S(=O)(=O)c1ccccc1C2=O
  A = -11 | B = 0 | C = -1.3 | D = -19 | E = -2 | F = 4 | G = -10 | H = -3 | I = 13

SMILES: CC(C)NC(=O)COC(=O)c1ccccc1Oc1ccccc1
  A = 7 | B = 13 | C = -3.3 | D = -2 | E = -2 | F = -1 | G = -18 | H = -2 | I = 7

SMILES: CN(CC(=O)Nc1cccc(F)c1)C(=O)c1cccc(S(=O)(=O)N2CCN(c3ccccc3)CC2)c1
  A = -2 | B = 10 | C = 3.5 | D = 8 | E = 13 | F = -1 | G = 29 | H = 25 | I = -25

SMILES: O=C(NC1CCCC1)C(c1ccccn1)N(C(=O)c1csnn1)c1ccccc1Cl (stereo unspecified)
  A = 4 | B = 18 | C = -0.6 | D = 3 | E = -12 | F = 2 | G = 9 | H = -12 | I = 12

SMILES: CCOc1ccccc1OCCCNCc1ccco1
  A = -1 | B = -2 | C = 0.7 | D = 1 | E = -8 | F = 0 | G = -32 | H = 10 | I = -39

SMILES: CCOC(=O)c1[nH]c(=O)[nH]c1CSCCO
  A = 0 | B = -2 | C = -3.9 | D = 6 | E = -11 | F = -1 | G = 16 | H = 3 | I = -14

SMILES: Cc1cc(Nc2ccccc2)cc(=O)n1C
  A = 1 | B = -2 | C = 1.5 | D = 2 | E = -29 | F = -1 | G = -5 | H = 0 | I = 2

SMILES: NC(=O)C1=C[C@H](c2ccc(C(F)(F)F)cc2)C[C@H](OCc2ccc(CO)cc2)O1
  A = -6 | B = 10 | C = -0.4 | D = -6 | E = -8 | F = -3 | G = -19 | H = -5 | I = 0

SMILES: COc1cccc(C(=O)Nc2nnc(S(=O)(=O)N3CCOCC3)s2)c1
  A = 0 | B = 3 | C = -1.0 | D = 4 | E = 1 | F = -3 | G = 6 | H = -3 | I = -5

SMILES: CN(C)CCOc1ccc2c(c1)Sc1ccccc1CC2=O
  A = 3 | B = -13 | C = 4.9 | D = -3 | E = -10 | F = -1 | G = -6 | H = 13 | I = 3

SMILES: COc1ccc(CCNC(=O)c2ccc3c(c2)NC(=O)C(CSCc2cc(C)ccc2C)N3)cc1OC (stereo unspecified)
  A = . | B = . | C = -0.3 | D = . | E = 0 | F = 0 | G = 5 | H = . | I = 9

SMILES: COC(=O)c1cc(=O)n2c(-c3ccc(OC)cc3)csc2n1
  A = -52 | B = -11 | C = 1.0 | D = -5 | E = -28 | F = 1 | G = -19 | H = 7 | I = -34

SMILES: O=C(COC(=O)c1ccccn1)NNC(=O)c1ccc([N+](=O)[O-])cc1
  A = 1 | B = -3 | C = 1.8 | D = -9 | E = -3 | F = 1 | G = 23 | H = 5 | I = 6

SMILES: CCCCc1cc2c(cc1NC(=O)CN1CCCCC1)OCCO2
  A = 6 | B = 19 | C = 0.9 | D = -1 | E = -7 | F = 1 | G = 17 | H = 1 | I = -6

SMILES: COC(=O)C1=C(C)N(Cc2ccccc2)C(=NCCCCO)N[C@H]1CCc1ccccc1
  A = 10 | B = 11 | C = -0.2 | D = -2 | E = 14 | F = -2 | G = 31 | H = 22 | I = 5

SMILES: O=C(Oc1ccc(=O)n(-c2ccccc2)n1)c1ccc(Cl)cc1
  A = -6 | B = -8 | C = 1.5 | D = -11 | E = 2 | F = -2 | G = 7 | H = -3 | I = 8

SMILES: O=c1cc(-c2ccco2)oc2ccccc12
  A = 1 | B = 4 | C = . | D = -11 | E = . | F = . | G = . | H = -6 | I = .

SMILES: Cn1c(COc2ccc(F)cc2)nc2ccccc21
  A = -9 | B = 9 | C = 3.6 | D = 1 | E = -56 | F = 2 | G = -45 | H = -66 | I = -97

SMILES: COc1ccc(N=Nc2c(C)[nH][nH]c2=O)cc1
  A = 3 | B = 15 | C = 3.1 | D = -5 | E = -21 | F = 2 | G = 2 | H = 9 | I = -37

SMILES: Cc1ncc([N+](=O)[O-])n1CC(=O)Nc1cc(Cl)ccc1Cl
  A = 3 | B = 13 | C = 1.2 | D = -10 | E = 10 | F = -3 | G = -2 | H = 3 | I = 22

SMILES: O=C(CCSc1nnc2ccc3ccccc3n12)Nc1ccc(F)cc1
  A = 6 | B = 20 | C = 1.9 | D = 18 | E = 10 | F = 0 | G = 5 | H = -32 | I = 10

SMILES: COc1ccc(NS(=O)(=O)c2ccc(S(=O)(=O)N3CCCC3)cc2)cc1
  A = 2 | B = -8 | C = -3.7 | D = 1 | E = 8 | F = 0 | G = 25 | H = 6 | I = 10

SMILES: OCC[C@@H]1C[C@H](O)[C@@H](O)[C@@]2(CCCc3ccccc3O2)O1
  A = -6 | B = -4 | C = -1.0 | D = 1 | E = 8 | F = 1 | G = 0 | H = -5 | I = 13

SMILES: CS(=O)(=O)c1nc(S(=O)(=O)c2ccc(Cl)cc2)c(N2CCN(CCO)CC2)s1
  A = -2 | B = 6 | C = 3.1 | D = -7 | E = 10 | F = -7 | G = 25 | H = 13 | I = 5

Assay outcomes deposited in PubChem BioAssay by Sanford-Burnham Center for Chemical Genomics.
